Screening data: PubChem, National Center for Advancing Translational Sciences (NCATS)
ERG-DNA inh: ERG Ets/DNA interaction inhibition; P11308; fluorescence polarization, His-ERG Ets domain / labelled DNA; Potency, µM (highest dose often 76.9 µM), for inactives: at the top dose FP activity, negative = inhibition, hits mostly inhibitors; 0.028% of 370,000 active; active = well fitted inhibition curve with a large enough effect in the polarisation, with a control signal flat; inconclusive = small, poorly fitted or top-dose-only effect, or effect the other way, or a change in a side signal; inactive = no such curve, though single readings can be large or run the other way; the % refers to the polarisation;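 note: polarization taken with two DNA probes labelled with fluorescein and Texas red; potency is the fitted concentration of half-maximal effect; % of control where 0% means no effect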
Target sequence (P11308 whole entry, looked up, the tested form may be a part): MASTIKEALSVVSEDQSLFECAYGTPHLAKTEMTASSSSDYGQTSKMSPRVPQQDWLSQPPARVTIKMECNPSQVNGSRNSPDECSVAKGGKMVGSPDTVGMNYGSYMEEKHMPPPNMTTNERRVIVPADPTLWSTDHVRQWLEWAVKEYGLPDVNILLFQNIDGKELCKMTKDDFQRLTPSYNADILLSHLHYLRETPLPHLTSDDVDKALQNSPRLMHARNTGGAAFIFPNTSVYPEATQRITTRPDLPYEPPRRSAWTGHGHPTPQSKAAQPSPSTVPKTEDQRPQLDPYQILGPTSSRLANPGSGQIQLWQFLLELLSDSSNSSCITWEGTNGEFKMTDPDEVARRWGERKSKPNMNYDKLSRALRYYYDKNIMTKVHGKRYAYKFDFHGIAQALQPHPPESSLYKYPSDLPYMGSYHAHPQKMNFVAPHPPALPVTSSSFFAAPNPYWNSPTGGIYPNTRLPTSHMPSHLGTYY
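His-tagged ERG Ets domain (1 uM in the protein solution; 300mM KCl, 50mM Tris-HCl, 1mM EDTA, 1mM DTT, pH 7.5) received compound, then a probe mix of 5 nM fluorescein-DNA and 100nM Texas-615-DNA. Fluorescence polarization was read for both dyes.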
PI4K2A block: inhibitors of human PI4K2A. Q9BTU6. purified PI4K2A, ADP-Glo luminescence, 1 h; active compounds read low. activity change, negative = inhibition, % at 76.9 µM. 0.13% of 420,000 active; in the data active = activity change below about -50%; inconclusive = mostly about -30% to -49%;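 note: -100% = wells without enzyme as full effect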
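Compounds are screened against recombinant PI4K2A using PI as substrate and ATP, the latter dispensed at 300 microM. Reactions run one hour at ambient temperature before ADP-Glo detection; full inhibition defined by wells lacking enzyme.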
GLS inh: glutaminase GLS (human) inhibition; O94925; GLS enzymatic activity, qHTS titration; Potency, µM (titrated, usually from 45.5 µM), inactives show at the top dose activity change, negative = inhibition, hits mostly inhibitors; 0.21% of 410,000 active; note: potency is the fitted concentration of half-maximal effect; % is set by controls: 0 for no effect and ±100 for the full control effect
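hKGA; 45 mM KH2PO4 pH 8.2 + 0.02% Tween-20; cpd via pin tool; 1 mM Gln soln; GluOx/HRP/Amplex Red; RT 30 min; fluor. t0 & final.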
JMJD2A Tudor inh: blocks the human JMJD2A Tudor domain; O75164; AlphaScreen JMJD2A-Tudor / H3K4me3 peptide binding; Potency, µM (series often up to 114 µM), inactives show at the highest dose activity change, negative = inhibition, usual class: inhibitors; 4.4% of 390,000 active; note: potency is the fitted concentration of half-maximal effect; % is set by controls: 0 for no effect and ±100 for the full control effect; nearly all actives have a fitted effect of over 50% in size
HP1b binding inh: blocks HP1-beta chromodomain binding to methylated histone tails; Potency, µM (top dose mostly 114 µM), without a hit: at the top dose activity change, negative = inhibition, most hits filed as inhibitors; 0.56% of 390,000 active; P83916; AlphaScreen HP1-beta / biotin-H3K9me3 peptide binding; note: potency is the fitted concentration of half-maximal effect; nearly all actives have a fitted effect of over 70% in size; inactives centre near 23
Target sequence (P83916 whole entry, looked up): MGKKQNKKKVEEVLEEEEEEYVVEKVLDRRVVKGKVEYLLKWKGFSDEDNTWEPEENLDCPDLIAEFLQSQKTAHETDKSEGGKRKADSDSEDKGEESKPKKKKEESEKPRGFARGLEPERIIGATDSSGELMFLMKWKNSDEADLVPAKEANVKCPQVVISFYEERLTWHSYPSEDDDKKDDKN
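Compound inhibition of the preformed complex between 50 nM HP1-beta and 50 nM biotinylated H3K9me3 peptide was read by AlphaScreen. Buffer was PBS pH 7.4 with 0.01% Tween-20. Incubations ran 30 min at room temperature, with 10 ug/mL donor/acceptor beads.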
G9a block: blocks human histone lysine methyltransferase G9a. Q96KQ7. G9a H3K9 monomethylation, AlphaScreen, 2 h. Potency, µM (top dose mostly 102 µM), for inactives: top-dose activity, negative = inhibition, actives largely listed as inhibitors. 8.8% of 350,000 active. AID 504332; note: potency is the fitted concentration of half-maximal effect; % is set by controls: 0 for no effect and ±100 for the full control effect; nearly all actives have a fitted effect of over 75% in size
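AlphaScreen read-out: biotin-H3K9 peptide (500 nM) methylation by 20 nM enzyme with 20 uM SAM, 2 h at room temperature after 15 min compound preincubation; anti-monomethyl H3K9 antibody plus donor/acceptor beads, 10 min dark.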
RGS4 inh: inhibitors of human regulator of G protein signaling 4. P49798. Transcreener GDP fluorescence polarization, RGS4-accelerated GTP hydrolysis. Potency, µM (titrated, usually from 114 µM), for the others: top-dose activity change, negative = inhibition, usual class: inhibitors. 0.039% of 390,000 active; note: potency is the fitted concentration of half-maximal effect; % is set by controls: 0 for no effect and ±100 for the full control effect; nearly all actives have a fitted effect of over 75% in size; some results filed as inactive show a strong effect at the top dose
Target sequence (P49798 whole entry, looked up): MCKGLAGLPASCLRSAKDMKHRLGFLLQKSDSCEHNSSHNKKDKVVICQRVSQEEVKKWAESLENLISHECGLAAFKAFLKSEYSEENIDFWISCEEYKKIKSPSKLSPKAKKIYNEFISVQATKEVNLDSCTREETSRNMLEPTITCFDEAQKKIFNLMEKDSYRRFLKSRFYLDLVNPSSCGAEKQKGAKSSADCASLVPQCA
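MLSMR compounds (23 nl, pin-transferred) preincubated 10 min at room temperature with a 500nM (2x) first reagent, then RGS4 at 900nM (2x) plus Transcreener GDP mix added; fluorescence polarization (620/688 nm) read before and after 90 min at 30 °C.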
BAZ2B block: BAZ2B (human) inhibition | AlphaScreen BAZ2B-H3K14Ac peptide displacement | AID 504333 | 4.4% of 360,000 active | Potency, µM (series often up to 114 µM), without a hit: top-dose activity change, negative = inhibition, hits mostly inhibitors; note: potency is the fitted concentration of half-maximal effect; % is set by controls: 0 for no effect and ±100 for the full control effect; nearly all actives have a fitted effect of over 60% in size
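Inhibition is scored as reduced AlphaScreen emission. The BAZ2B/b-H3(5-23)K14Ac complex (50 nM each) in PBS pH 7.4, 0.01% Tween-20 meets compound (up to 110 uM) for 30 min at RT before bead addition.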
ALOX12 inh: ALOX12 (human) lipoxygenase inhibition | P18054 | purified 12hLO, xylenol orange hydroperoxide absorbance | Potency, µM (top dose mostly 108 µM), for inactives: top-dose activity change, negative = inhibition, most hits filed as inhibitors | 1.1% of 580,000 active | AID 1671190; note: potency is the fitted concentration of half-maximal effect; % is set by controls: 0 for no effect and ±100 for the full control effect
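Hydroperoxide product was detected by ferrous iron/xylenol orange as the 573 to 405 nm absorbance ratio. Arachidonic acid at 40 uM (final) was turned over for 30 min at room temperature by 150 nM human 12hLO, pH 7.0 Hepes buffer, after 15 min compound preincubation.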
* hit, by the source's call; ? = inconclusive; / = no result given; & = joins results of further samples; [ ] = another dose, or the depositor's remark. Unless noted, calls come from the whole dose curve; as a rule, active = well fitted curve in the direction sought with a large enough effect; inconclusive = small, poorly fitted or top-dose-only effect, or another doubt; inactive = no such curve, though single readings can be large; an effect the other way counts as inactive or inconclusive.

SMILES | ERG-DNA inh | PI4K2A block | GLS inh | JMJD2A Tudor inh | HP1b binding inh | G9a block | RGS4 inh | BAZ2B block | ALOX12 inh
CC(C)(C)NC(=O)c1ccccc1NC(=O)c1ccc2c(c1)OCO2 | 11.2% | -1.7 | -3.1% | 4.1% | 51.1%[activator] | -11.2%[59 µM] | -17.5% | -0.7% | 14.0%
CCc1ccc2nc(Nc3nc(COC)cc(=O)[nH]3)nc(C)c2c1 | -2.6% | -12.5 | -1.8% | -21.5% | 2.9% | 23.7%[59 µM] | -3.9% | 0.2% | -21.9%
O=C1/C(=C\c2ccc([N+](=O)[O-])cc2)CCc2ccccc21 | -4.0% | -20.2 | 7.2% | ? | 0.0% | 17.9%[59 µM] | 5.7% | -29.1% | -13.7%
CC(=O)Nc1ccc2nc(NC(=O)COc3ccccc3)sc2c1 | -14.3% | -0.8 | 4.3% | -13.5% | 2.8% | -1.3%[59 µM] | 5.3% | ? | 0.0%
C[C@H](CO)N1C[C@H](C)[C@@H](CN(C)Cc2ccc(C(=O)O)cc2)Oc2c(cccc2N(C)C)C1=O | 11.7% | 1.9 | 33.2%[activator] | -11.3% | 44.3%[activator] | / | -2.4% | / | -4.7%
CCOC(=O)C1=C(c2ccccc2)NC(=O)NC1c1ccc(OCC#N)c(OC)c1 (stereo unspecified) | -3.7% | -1.4 | -4.5% | 1.0% | 27.6% | ? | -18.9% | ? | -21.3%
Cc1ccccc1-n1c(SCC(=O)N2CCN(c3ccccn3)CC2)nnc1N1CCOCC1 | -3.1% | 3.3 | 1.0% | -8.2% | 14.9% | 1.7%[2.33 µM] | 11.5% | -4.1% | 11.4%
Nc1nonc1N1CCCCC1 | -8.6% | 1.6 | 2.1% | -4.8% | 43.1%[activator] | 19.7%[12.7 µM] | 18.1% | -0.7% | -4.0%
CC(C)C(=O)N1CCC(Cc2ccccc2)CC1 | 1.0% | 4.7 | 1.2% | -13.1% | 35.6%[activator] | 10.8% | 31.1% | -5.1% | 27.3%
Cc1cccc(C(=O)NC(=S)Nc2ccc(Cc3ccncc3)cc2)c1 | 2.2% | -10.6 | 13.3% | ? | -42.3% | 31.6µM* | -38.4% | ? | 44.7µM*
Cc1ccc(C(=O)NCC(=O)OCC(=O)Nc2ccc3[nH]c(=O)[nH]c3c2)cc1 | 8.2% | -1.2 | 1.3% | -10.5% | 18.7% | 5.0%[0.501 µM] | -13.3% | 7.8% | -16.4%
COc1cc(OC)cc(N(C(=O)CNC(=O)c2ccco2)C(C(=O)NCC2CCCO2)c2ccccc2)c1 (stereo unspecified) | -3.1% | 5.3 | -4.2% | -25.0% | -18.7% | 1.0% | 10.4% | -15.9% | -14.6%
CCCS(=O)(=O)N1CCCC(C(=O)NCCCN2CCN(c3ccc(F)cc3)CC2)C1 (stereo unspecified) | -2.5% | 2.4 | 17.0% | -18.4% | 10.7% | / | 2.7% | -20.2% | -8.6%
N/C(=N\OC(=O)Cc1ccccc1[N+](=O)[O-])c1cccc(Br)c1 | -7.5% | 2.7 | -2.3% | -11.6% | 14.9% | / | -0.6% | -9.1% | -5.4%
CCCCn1c(N)c(N(CC(C)C)C(=O)CSc2nnc(C)n2-c2ccc(OC)cc2)c(=O)[nH]c1=O | 0.8% | 1.6 | 4.7% | -20.3% | 26.4% | 25.9%[0.501 µM] | 10.3% | 11.2% | 9.0%
Cc1cc(OCc2cccc(Cl)c2)c(C)cc1CN1CCOCC1 | -5.5% | 2.4 | -18.3% | 30.3% | 113.1%[activator] | / | -14.9% | 16.5% | -13.8%
Cc1oc2ccccc2c1CNC(=O)N(C)C | -0.1% | -3.9 | 0.0% | -8.7% | 11.0% | / | 9.9% | -9.5% | -57.0%
O=C(Nc1ccc(S(=O)(=O)N2CCOCC2)cc1)c1ccc([N+](=O)[O-])s1 | -6.2% | 1.5 | 4.0% | -15.5% | 3.2% | -7.9%[0.501 µM] | 26.2% | 1.3% | ?
CCOC(=O)c1sc(NC(=O)c2ccc(S(=O)(=O)N(C)C)cc2)cc1C | -1.0% | 5.3 | / | 4.2% | 12.8% | -2.5% | -2.8% | ? | -5.1%
CCOc1ccc(NC(=O)CN(C)C(=O)/C=C/c2ccc(S(=O)(=O)N3CCCCCC3)cc2)cc1OCC | 4.9% | -6.3 | 7.0% | -10.3% | 23.5% | ? | -2.2% | 7.1% | -8.6%
O=C(c1ccccc1)c1sc(N2CCOCC2)nc1-c1ccccc1 | -1.3% | -1.0 | 0.7% | -2.1% | 57.6%[activator] | 13.5% | -4.0% | 1.7% | -10.8%
CC(NS(=O)(=O)c1ccc2c(c1)CC(C)N2C(=O)C1CC1)c1ccccc1 (stereo unspecified) | -11.6% | 1.2 | -5.0% | -12.8% | 24.7% | 4.9% | -0.3% | -12.3% | -5.3%
Cc1cc2nc(/N=C(\N)NC(=O)N3c4ccccc4Sc4ccccc43)nc(C)c2cc1C | -2.8%&1.6% | 5.5&1.0 | -8.0%&10.3% | -35.2%&-19.2% | 6.2%&13.6% | 50.1µM* | -4.3%&-2.7% | -35.3% | ?
Cc1ccc(C(=O)O/N=C(\N)c2ccccc2)c(Cl)c1 | 2.4% | -17.3 | -14.6% | 66.7%[activator] | 143.6%[activator] | 144.5%[activator] | -23.4% | 79.4%[activator] | -13.2%
C=CCn1c(SCC(=O)N2CCc3ccccc3C2)nnc1-c1ccncc1 | -9.2% | 0.7 | 2.4% | -5.2% | 19.7% | -48.0%[59 µM] | -1.7% | -6.1% | -18.7%
Cc1cccc(CSc2ccc3nnc(-c4cccnc4)n3n2)c1 | 13.1% | -3.0 | 0.3% | -2.1% | 19.7% | -5.3%[59 µM] | -2.6% | -1.8% | 11.3%
CCS(=O)(=O)c1ccccc1C(=O)N1CCN(c2nc3ccccc3s2)CC1 | -1.5% | -4.7 | -3.7% | -9.7% | 1.3% | -1.2%[59 µM] | -3.5% | -32.7% | -18.6%
COc1ccc2c(c1OC)C(=O)OC2CC(=O)c1ccc2c(c1)OCO2 (stereo unspecified) | 13.0% | -3.1 | -3.2% | -7.2% | 12.9% | 1.2%[59 µM] | -7.5% | 0.7% | 22.9%
CCOC(=O)c1[nH]c2ccc(OC)cc2c1NS(=O)(=O)c1ccc(OC)cc1OC | 0.4% | -2.1 | 38.7%[activator] | -16.5% | 24.5% | ? | 17.5% | -22.0% | -1.5%
COc1ccc(/C=C/C(=O)N(CCC(N)=O)c2ccccc2)cc1S(=O)(=O)N1CCOCC1 | 0.3% | 2.9 | -5.1% | 6.2% | 53.4%[activator] | 50.1µM* | -35.3% | -1.7% | -8.6%
C/C=C/c1ccc(OCCCCN2CCC(C)CC2)c(OC)c1 | -0.6% | 2.7 | 0.0% | 3.16µM* | ? | -45.5% | -18.0% | 35.5µM* | 0.0%
COc1ccc(-n2nnc3c(=O)n(CC(=O)N4CCCC4)cnc32)cc1 | 4.7% | 4.1 | -6.7% | -5.1% | 23.2% | -5.7%[59 µM] | -15.8% | -1.1% | 18.1%
CCCN(CC(=O)Nc1ccc(C(N)=O)cc1)CC(=O)Nc1ccccc1C | -8.2% | 1.4 | -6.8% | -11.9% | 54.4%[activator] | 15.2%[59 µM] | -9.1% | -2.0% | 110.9%[activator]
CCOc1cc(Cl)c(NC(C)=O)cc1OCC | -7.4% | 3.5 | -0.8% | -20.4% | 17.9% | 10.5%[59 µM] | -13.9% | 8.7% | -6.8%
O=C(Nc1nccs1)C1Cc2ccccc2CN1S(=O)(=O)c1ccc(F)cc1 (stereo unspecified) | -4.6% | 4.6 | 8.1% | ? | 33.5%[activator] | 17.7% | 9.6% | -4.7% | -13.5%
Cc1ccc(NC(=O)C2CCN(c3nn4c(=O)cc(C)nc4s3)CC2)cc1 | 2.5% | -0.4 | -4.6% | -1.3% | 45.3% | 20.0%[59 µM] | -11.1% | 1.2% | -11.9%
FC(F)(F)c1nc(=S)c2ccccc2[nH]1 | -0.2% | 4.6 | -19.1% | 50.1µM* | ? | 67.4% | ? | 7.9% | 28.2µM*
CCC(=O)Nc1ccc(C(=O)NNC(=O)c2cccc(C)c2)cc1 | 2.7% | -0.3 | 1.5% | 0.3% | 71.9%[activator] | -11.5% | -42.8% | 1.5% | 4.5%
CCCc1nc2ccc(NC(=O)c3ccco3)cc2c(=O)n1Cc1ccccc1Cl | -6.6% | -3.4 | 4.2% | -20.6% | 38.1% | ? | 0.4% | -0.3% | -0.1%
Cc1ccc(C2=NOC(=O)/C2=C\C=C\c2ccccc2)cc1 | 31.9%[activator] | -3.6 | ? | 50.1µM* | -29.6% | 2.82µM* | -137.3% | 35.5µM* | 1.12µM*
CC(=O)Nc1c(C)nn(-c2ccccc2)c1N1CCC(C(=O)NCc2cccc(Cl)c2)CC1 | -2.3% | -2.0 | -1.4% | -14.6% | 22.9%[57 µM] | 16.0%[59 µM] | -2.9% | -0.1% | -23.8%
COc1ccc(NC(=O)c2csc3c2CCCCC3)c(OC)c1 | 1.6% | -12.2 | -27.8% | -12.4% | 56.9%[activator] | -46.1% | -46.3% | -7.8% | -29.1%

These rows are one share of the data; the hit share may differ from the screen's.
